Screening results as filed in PubChem.
PMI inhibitors: inhibitors of human PMI, primary screen, biochemical, fluorescence intensity, coupled assay (AID 1209); Mannose-6-phosphate isomerase (Homo sapiens); purified PMI enzyme, coupled fluorescence intensity; higher % means a stronger effect; inhibition, % at 20 µM; hits with a dose series show IC50 in µM; 190,000 compounds, 0.42% hits;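 note: plate controls were DMSO vehicle for no effect and wells lacking substrate for full effect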
M17LAP inhibition: P. falciparum M17LAP inhibitors, primary screen, biochemical, fluorogenic H-Leu-NHMec substrate, 1536-well (AID 1619); Leucine aminopeptidase (Plasmodium falciparum (isolate 3D7)); recombinant M17LAP, H-Leu-NHMec fluorogenic kinetic assay; higher % means a stronger effect; inhibition, % at 30 µM; hits with a dose series show IC50 in µM; 220,000 compounds, 0.38% hits;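 active = compound inhibiting the enzyme by more than half at any dose during confirmatory dose-response retesting; inconclusive = strong single-dose inhibitors picked by rank but not retested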;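 note: plate controls were full reaction with DMSO carrier for no effect and no enzyme background for full effect; strong numbers were not always called active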
human PMI inhibitors: human PMI inhibitors, high substrate, primary screen, biochemical, fluorescence intensity, high mannose 6-phosphate (AID 1220) | Mannose-6-phosphate isomerase (Homo sapiens) | 190,000 compounds, 0.66% hits | one-dose inhibition, % at 20 µM; IC50 in µM for titrated hits | recombinant PMI enzyme, coupled fluorescence intensity; higher % means a stronger effect
LYP phosphatase: inhibitors of LYP phosphatase, biochemical, fluorescence intensity, uHTS (AID 1779); Tyrosine-protein phosphatase non-receptor type 22 (Homo sapiens); recombinant LYP phosphatase, fluorescence intensity; higher % means a stronger effect; inhibition, % at 11.5 µM, or IC50 in µM where a hit was titrated; 290,000 compounds, 0.054% hits;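 note: plate controls were vehicle with enzyme for no effect and no enzyme for full effect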
M1AAP inhibition: P. falciparum M1AAP inhibitors, biochemical, fluorogenic H-Leu-NHMec substrate, 1536-well (AID 1445); Aminopeptidase N (Plasmodium falciparum (isolate 3D7)); recombinant M1AAP, H-Leu-NHMec fluorogenic kinetic assay; higher % means a stronger effect; inhibition, % at 30 µM, or IC50 in µM where a hit was titrated; 220,000 compounds, 0.42% hits;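 active = primary inhibition above the hit cutoff, then over 50% inhibition at one or more dose response concentrations, cut at about 23% in these data, passing the limit was not always enough; inconclusive = conflicting primary data, or primary hits not chosen for dose response; inactive = low primary inhibition, or under 50% at every dose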;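 note: plate controls were DMSO full reaction for no effect and no enzyme background for full effect; strong numbers were not always called active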
WT yeast gro inh: growth inhibition of WT strain, primary screen, mitochondrial fusion inhibitor project, WT and mutant strains, chemical genetic | inhibition, % at 10 µM | mitochondrial fusion phenotypic screen | 190,000 compounds, 2.1% hits; in the data active = inhibition above about 58%; tested in S. cerevisiae
XIAP displacement: XIAP antagonists, biochemical, IAP family, fluorescence polarization (AID 1018) | XIAP BIR domain, fluorescence polarization peptide displacement; higher % means a stronger effect | 200,000 compounds, 0.007% hits | one-dose displacement, % at 20 µM; IC50 in µM for titrated hits | E3 ubiquitin-protein ligase XIAP (Homo sapiens); in the data active = displacement above about 50%; note: a part of the inactive calls stands beside numbers as strong as those of hits
TNAP activation fold: human TNAP enzyme activators, primary screen, biochemical, luminescent, no phosphate acceptor, uHTS (AID 1001). purified TNAP, luminescent activation assay, no phosphate acceptor; higher activation fold means a stronger effect. one-dose activation fold at 20 µM; EC50 in µM for titrated hits. 200,000 compounds, 0.03% hits. Alkaline phosphatase, tissue-nonspecific isozyme (Homo sapiens); in the data active = activation fold from about 3, or a potency from the dose series; inactive = the rest, 99 in 100 with activation fold below about 1.6; note: many of its hits are not listed in these tables
Yfh1-off respiration: enhancers of respiration in Yfh1-depleted yeast, dose response, Friedreich's ataxia, plus single-dose screen (AID 1465); fold induction at 50 µM, or EC50 in µM where a hit was titrated; S. cerevisiae Yfh1-off respiration, WST-1 reduction, 72 h; higher fold induction means a stronger effect; 220,000 compounds, 0.074% hits;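 active = fold induction of absorbance versus untreated yeast above a set limit, then at least 30% activation at any dose in follow-up; inconclusive = repeats straddling the limit, or above it without dose testing; inactive = fold induction below the set limit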;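 note: activators that raise dye reduction in frataxin-depleted yeast; strong numbers were not always called active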
WT yeast gro inh mutant strain: further read-out of WT yeast gro inh, marked with its call; inhibition, %; mitochondrial fusion phenotypic screen, mutant strain inhibition
* = called active by the depositor; i = inactive; u = inconclusive; x = not tested or not shown. Cut-off read from the data, not from the text of the source, unless noted: active = inhibition above about 50%; inactive = the rest. Random draw from the library; overall some 3.7% were active at least once.

Screens in order: PMI inhibitors, M17LAP inhibition, human PMI inhibitors, LYP phosphatase, M1AAP inhibition, WT yeast gro inh, WT yeast gro inh mutant strain, XIAP displacement, TNAP activation fold, Yfh1-off respiration
O=C(COc1ccc(S(=O)(=O)NC2CCCCC2)cc1Cl)NCC1CCCO1 (stereo not given)
 : 10%, -2%, 7%, 0%, 2%, -1, 8, -1.5%, 1.1, i
CCc1cccc(CC)c1NC(=O)COC(=O)/C(C#N)=C/c1ccc(OC)cc1
 : -5%, -5%, 6%, 11%, 1%, 12, 35, -3.1%, 0.9, i
O=C(c1ccccc1NS(=O)(=O)c1ccc(Br)s1)N1CCOCC1
 : -4%, 13%, -11%, -7%, 3%, -3, -31, -3.6%, 1.1, i
CCCC(=O)Nc1ccc(N2CCOCC2)cc1
 : 17%, -1%, 18%, -1%, 3%, 2, 5, -3.6%, 1.1, i
COc1ccc(C(=O)Nc2sc3c(c2C(=O)NCc2ccco2)CCCC3)cc1OC
 : 14%, -8%, 5%, -2%, 13%, -8, -39, -4.5%, 1.1, i
CC(/C=N/NC(=O)c1ccc(CN2c3cccc4cccc(c34)S2(=O)=O)cc1)c1ccccc1 (stereo not given)
 : 18%, 3%, 17%, 2%, 11%, -14, 1, -9.2%, 1.1, i
CCOC(=O)C1(CCc2ccccc2)CCN(C(=O)c2occc2C)CC1
 : 9%, 6%, 3%, -3%, -2%, 5, -1, -7.3%, 1.1, i
COc1ccc([N+](=O)[O-])cc1N(CC(O)CN1CCCCC1)S(=O)(=O)c1ccc(C)cc1 (stereo not given)
 : x, 11%, x, 2%, 8%, 2, -2, -5.9%, 1, i
COc1ccc(S(=O)(=O)N2CCN(CC(=O)Nc3cc(OC)cc(OC)c3)CC2)cc1
 : 7%, 16%, 17%, -2%, 7%, 31, 19, 0.1%, 1.1, x
CSc1c(CC(=O)Nc2ccc(F)cc2)n(Cc2ccccc2)c2ccccc12
 : 6%, -12%, -6%, -4%, 0%, 13, -1, 0.5%, 1.2, i
COc1cccc(NC(=O)Cn2nnc(C(=O)Nc3ccccc3)c2N)c1
 : 4%, 16%, -1%, -3%, 0%, 4, -8, -5.4%, 1.1, i
CC(C)(C)NC(=O)CSc1nccn1Cc1ccccc1
 : -2%, 0%, 3%, -9%, -1%, 17, 9, -2.2%, 1.1, i
CNCCOc1ccc(Cl)c(Cl)c1
 : 4%, 6%, -11%, -6%, 3%, -6, 0, -2.7%, 1.1, i
Cc1cc(N2CCN(c3nc(-c4ccccc4)cs3)CC2)c2ccccc2n1
 : 5%, 2%, -3%, 7%, 4%, 70*, 65*, -3.8%, 1.1, i
Cn1c(=O)n(C)c2cc([N+](=O)[O-])c(N3CCN(C(=O)C(C)(C)C)CC3)cc21
 : 10%, 41%, 11%, -4%, 3%, -13, 7, -5.5%, 0.9, i
N#Cc1c2ccc(OCC(N)=O)cc2n2ccccc12
 : 65%*, -2%, x, -8%, 5%, 4, 3, -9.2%, 1.2, i
Cc1cccc(NC(=S)N2CCN(Cc3ccc4c(c3)OCO4)CC2)c1C
 : 7%, -8%, 6%, 4%, -6%, 12, 20, 0.4%, 1.1, i
CC(C)(C)c1nc(SCC(=O)N2CCCC2)c2ccccc2n1
 : x, -5%, x, 4%, 1%, -4, -14, -4.1%, 1.1, i
CCOC(=O)Cc1csc(/C(=N/O)C(N)=O)n1
 : 18%, 6%, 10%, -4%, -3%, 1, -4, -1.8%, 1.1, i
CC(C)C(=O)Nc1ccc(C(=O)NCc2cccnc2)cc1
 : -25%, -4%, -26%, -4%, -1%, -5, -5, -11%, 1.1, i
O=C(c1cccnc1)N(c1cc2sc(=O)oc2c2ccccc12)S(=O)(=O)c1ccccc1
 : -10%, 4%, -8%, -7%, u, 69*, 25*, -1.3%, 1, i
O=C(CSC1=NCCS1)N1CCN(c2ccc(Cl)cc2)CC1
 : 0%, 5%, -6%, -8%, 8%, 11, 13, -5.6%, 1.1, u
O=C(COC(=O)Cc1cccc(C(F)(F)F)c1)NC1CC1
 : -4%, 7%, -9%, -3%, 1%, -10, -15, -5.6%, 1.1, i
CC1CCCCC1NC(=O)C1CC=CCC1C(=O)O (stereo not given)
 : 3%, -1%, 3%, -5%, 5%, -20, 12, -2.2%, 1, i
CCOC(=O)N1CCC(NC(=O)CNS(=O)(=O)c2ccc(Br)s2)CC1
 : 4%, 3%, 1%, -7%, 3%, 2, -5, -4.2%, 1, i
CC1CCN(CC(=O)Nc2ccc(N3CCCCCC3)cc2)CC1
 : 30%, 13µM*, 45%, -5%, 7%, 3, -17, -4.9%, 1.1, i
Cc1cc(N2C(=O)CC(C(C)c3ccccc3)C2=O)no1 (stereo not given)
 : 2%, -8%, 3%, -5%, 1%, -7, 3, 3.6%, 1.1, i
O=S(=O)(NCCc1ccccc1)c1ccc(S(=O)(=O)N2CCCCC2)cc1
 : 0%, 8%, 0%, -6%, -16%, 28, -64, -0.9%, 1.1, i
CCCn1c(SCC(=O)c2ccc3c(c2)OCCO3)nnc1-c1ccco1
 : -1%, 14%, -2%, -5%, 8%, 11, 1, -2.5%, 1.2, i
CCN(CC)S(=O)(=O)c1ccc(Cl)c(NC(=O)COc2ccc3c(C)cc(=O)oc3c2)c1
 : 4%, 13%, 12%, 0%, -4%, -1, -10, -8.0%, 1.1, i
Cc1cccc(C)c1OC(=O)C(c1ccccc1)c1ccccc1
 : 13%, 8%, 16%, 0%, 2%, 55, 11, -16%, 1.1, i
Nc1c(-c2ccccc2)c(CN2CCOCC2)nn1-c1cccc([N+](=O)[O-])c1
 : -5%, 3%, -5%, -4%, 10%, -14, 13, -6.2%, 1.1, i
O=c1[nH]c(=O)c2nnc(N/N=C\c3ccc(O)cc3)nc2[nH]1
 : -23%, 8%, -18%, -1%, 14%, 2, -4, -7.4%, 1, i
COc1ccc(C(C)=O)cc1COc1ccc(Cl)cc1Cl
 : x, -9%, x, -7%, -8%, x, x, x, x, i
CN(C)C(=O)CN(c1ccc2c(c1)OCO2)S(C)(=O)=O
 : 5%, 16%, 2%, -11%, 10%, 13, -12, -4.6%, 1.1, i
Cc1cccc(CSc2ccc3nnc(-c4ccccn4)n3n2)c1
 : -13%, 6%, -8%, -5%, 4%, 9, 10, -6.1%, 1.1, i
COc1ccc(N(CC(=O)NCc2ccncc2)S(=O)(=O)c2ccccc2[N+](=O)[O-])c(OC)c1
 : x, -4%, x, -10%, 6%, -21, -12, -2.7%, 1.1, i
CCOc1cccc(-c2nnc(SCC(=O)Nc3cc(C)ccc3OC)n2N)c1
 : 0%, 0%, -3%, -3%, 15%, 4, 15, -8.6%, 1, i
Cc1nc(Cl)sc1C(=O)Nc1cccc(Cl)c1C
 : -8%, 0%, -2%, 1%, 2%, -3, -3, -0.9%, 1.1, i
O=C(O)c1ccc(S(=O)(=O)Nc2ccc(F)c(Cl)c2)cc1
 : 3%, 8%, 5%, 1%, 6%, -12, -9, -2.9%, 1, i
COc1cc(/C=C2/C(=O)N(c3ccc([N+](=O)[O-])cc3)N=C2N2CCOCC2)ccc1O
 : x, 10%, x, -6%, 10%, x, x, x, x, i
Cn1c(NCC(O)CO)nc2c1c(=O)n(Cc1ccc(Cl)c(Cl)c1)c(=O)n2C (stereo not given)
 : 5%, -14%, 5%, -7%, 17%, 2, -2, -1.0%, 1.1, i
Cc1nc2sc(C(=O)Nc3ccccc3)c(N)c2c(C)c1[N+](=O)[O-]
 : -9%, 13%, -9%, -10%, -2%, 14, 15, 1.8%, 1, i
Cc1[nH]c2ccccc2c1C(=O)NS(=O)(=O)Nc1ccc(Cl)cc1
 : -25%, -1%, -7%, 2%, 9%, -13, 7, -1.2%, 1.1, i
O=C1CN(Cc2cc(=O)oc3cc4c(cc23)CCC4)CCN1
 : -4%, 5%, 0%, -4%, 11%, -12, 11, -4.8%, 1.1, i
CN(CCc1ccccn1)C(=O)CC1C(=O)NCCN1Cc1ccc(-c2ccccc2)cc1 (stereo not given)
 : 4%, 4%, 19%, 0%, 3%, 3, 4, -4.3%, 1, i
Cc1ccc(C(=O)N2CCN(C3CCCCC3)CC2)s1
 : 5%, 5%, 2%, -12%, 2%, 3, -4, -1.3%, 1.1, i
O=C(NNS(=O)(=O)c1ccccc1[N+](=O)[O-])c1ccccc1Cl
 : 5%, 1%, 6%, -5%, -4%, -2, 4, -4.0%, 1, i
COc1ccc(CNC(=O)c2csnn2)cc1
 : -5%, 3%, -8%, -3%, -3%, -1, 1, -1.9%, 1.1, i
CCCCn1ccc(O)c(Cc2ccc(F)cc2)c1=O
 : 3%, 8%, -2%, 6%, 9%, 14, 13, -3.0%, 1, i

(further entries)
Screens in order: PMI inhibitors, M17LAP inhibition, human PMI inhibitors, LYP phosphatase, M1AAP inhibition, WT yeast gro inh, WT yeast gro inh mutant strain, XIAP displacement, TNAP activation fold, Yfh1-off respiration
O=C(Nc1cccc(NC(=O)c2ccc(-c3ccc(Br)cc3)o2)c1)c1ccccc1
 : 2%, -6%, 3%, -6%, 5%, 7, -4, -4.1%, 1.1, i
COc1ccc(N=C(N)SCc2ccccn2)cc1
 : -9%, -1%, -3%, -5%, 3%, 8, 13, 18%, 0.7, i
COCCOC(=O)C1=C(C)NC(=O)NC1c1cn(-c2ccccc2)nc1-c1cccs1 (stereo not given)
 : -8%, 6%, 6%, -9%, -3%, -31, 13, -4.9%, 1.1, i
O=C(NC1CCCCCC1)C1CCN(C(=O)Cc2ccccc2)CC1
 : -2%, -2%, -4%, -13%, 3%, 8, -6, -6.0%, 1, i
Cc1ccccc1CN1CCN(CC(=O)NCc2ccco2)C1=O
 : 5%, 12%, 2%, 4%, 0%, -8, 8, -4.7%, 1.1, i
Cc1ccc(C(=O)COC(=O)C2C3C=CC(C3)C2C(=O)OCC(=O)c2ccc(C)c(C)c2)cc1C (stereo not given)
 : 8%, 10%, -1%, 6%, 18%, -17, -7, 2.0%, 1.1, i
